Bioassay records (PubChem BioAssay)
PREPL inh: inhibitors of human prolyl oligopeptidase-like enzyme PREPL. Q4J6C6. recombinant PREPL, fluorescence polarization activity-based probe. inhibition, % at 5.96 µM. 0.68% of 320,000 active. AID 2751; in the data active means inhibition above about 43%;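 further: 0% = enzyme with DMSO and 100% = wells lacking enzyme; many of its hits are not listed in these tables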
EBNA-1 inhibitor: blocks EBNA-1 binding to DNA. EBNA-1 DNA binding, fluorescence polarization. 0.34% of 300,000 active. inhibition, % at 14.8 µM; in the data active means inhibition above about 28%
LYPLA1 counter: blocks human lysophospholipase 1, a PME1 counter-screen | AID 2174 | inhibition, % at 5.9 µM | recombinant LYPLA1, FP-Rh probe fluorescence polarization | O75608 | 0.16% of 320,000 active;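 active means inhibition above the mean of all tested compounds plus 3 SD, set per campaign, cut at about 14% in these data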;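 further: inhibitors block serine hydrolase probe labeling of LYPLA1 so polarization falls; 0% = enzyme with DMSO and 100% = wells lacking LYPLA1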
PAD4 FP inh: PAD4 (human) enzyme inhibition. inhibition, % at 6.36 µM. 0.41% of 330,000 active. recombinant PAD4, RCA probe fluorescence polarization;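 active means percent inhibition above a cutoff equal to the mean of all tested compounds plus 3 SD, cut at about 15% in these data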;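 further: 0% = PAD4 with RCA probe and DMSO and 100% = probe without PAD4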
Target sequence (Q9UM07 whole entry, looked up): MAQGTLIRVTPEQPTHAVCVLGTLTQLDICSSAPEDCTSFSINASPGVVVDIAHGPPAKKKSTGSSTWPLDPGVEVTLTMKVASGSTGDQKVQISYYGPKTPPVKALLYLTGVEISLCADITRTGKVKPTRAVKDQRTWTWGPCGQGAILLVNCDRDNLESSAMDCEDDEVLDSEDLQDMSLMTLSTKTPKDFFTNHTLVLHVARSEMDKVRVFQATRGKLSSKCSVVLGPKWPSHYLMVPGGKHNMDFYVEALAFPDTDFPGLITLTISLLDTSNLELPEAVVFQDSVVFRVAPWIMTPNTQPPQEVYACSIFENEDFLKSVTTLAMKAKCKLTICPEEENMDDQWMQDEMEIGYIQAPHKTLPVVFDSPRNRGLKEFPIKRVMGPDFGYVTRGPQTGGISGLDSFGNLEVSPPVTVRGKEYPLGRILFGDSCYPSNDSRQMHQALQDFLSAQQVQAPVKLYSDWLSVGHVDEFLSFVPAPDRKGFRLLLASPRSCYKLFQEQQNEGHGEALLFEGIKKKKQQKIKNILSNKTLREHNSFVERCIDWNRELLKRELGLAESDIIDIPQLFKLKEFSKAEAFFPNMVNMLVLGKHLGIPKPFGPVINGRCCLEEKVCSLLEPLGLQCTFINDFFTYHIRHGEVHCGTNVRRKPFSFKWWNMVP
PAFAH1B3 FP inh: inhibitors of human PAFAH1B3 | Q15102 | recombinant PAFAH1B3, FP-rhodamine probe, fluorescence polarization | inhibition, % at 3.39 µM | 0.28% of 340,000 active | AID 492972;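 active means inhibition above the screen-wide average of all tested compounds plus 3 SD, cut at about 25% in these data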;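 further: 0% = enzyme with DMSO only and 100% = wells lacking PAFAH1B3 protein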
Target sequence (Q15102 whole entry, looked up): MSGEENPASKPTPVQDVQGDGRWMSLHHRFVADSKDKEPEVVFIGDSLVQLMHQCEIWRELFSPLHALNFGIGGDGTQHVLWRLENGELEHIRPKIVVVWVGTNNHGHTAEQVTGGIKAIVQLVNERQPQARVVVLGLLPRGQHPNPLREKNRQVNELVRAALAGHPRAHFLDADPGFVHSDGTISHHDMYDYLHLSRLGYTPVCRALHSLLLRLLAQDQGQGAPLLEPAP
GSTO1 inh: blocks human GSTO1 in RBBP9 counter-screen | 1.1% of 300,000 active | P78417 | inhibition, % at 5.96 µM | recombinant GSTO1, activity-based probe fluorescence polarization;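 active means inhibition above the campaign mean inhibition plus 3 SD, cut at about 35% in these data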;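 further: 0% = GSTO1-1 with DMSO and 100% = wells lacking GSTO1-1 enzyme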
PAFAH2 inh: inhibitors of human PAFAH2. Q99487. 0.99% of 340,000 active. AID 492956. inhibition, % at 3.39 µM. recombinant PAFAH2, FP-rhodamine activity probe, fluorescence polarization;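 active means inhibition above the mean over all tested compounds plus 3 SD, cut at about 30% in these data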;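 further: inhibitors block probe labeling of enzyme so polarization drops; 0% = enzyme with DMSO and 100% = wells lacking PAFAH2 protein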
ZTA counter: counter-screen for EBNA-1 inhibitors: inhibitors of Epstein-Barr virus ZTA; P03206; ZTA-DNA binding, fluorescence polarization; inhibition, % at 11 µM; 0.15% of 320,000 active; in the data active means inhibition above about 33%
LYPLA2 inh: blocks human lysophospholipase 2, a PME1 counter-screen. recombinant LYPLA2, FP-Rh probe fluorescence polarization. inhibition, % at 5.9 µM. 0.38% of 320,000 active;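 active means inhibition above the screen-wide mean plus 3 SD, limit set per campaign, cut at about 26% in these data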;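 further: 0% = LYPLA2 with DMSO and 100% = wells lacking LYPLA2 enzyme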
Numbers without * were called inactive; . = no result given; & = joins results of further samples. Some of the compounds tested. The share of hits here may be higher or lower than overall.

no.	molecule	PREPL inh	EBNA-1 inhibitor	LYPLA1 counter	PAD4 FP inh	PAFAH1B3 FP inh	GSTO1 inh	PAFAH2 inh	ZTA counter	LYPLA2 inh
1	O=C1c2cccc3cccc(c23)C(=O)N1c1nncs1	25	-8	4	4	6	15	5	-7	11
2	Cc1ccc(NC(=S)NC2CC3CCCC(C2)N3Cc2ccco2)cc1 (configuration not stated)	10	-2	-6	-1	8	6	0	14	-9
3	O=C(O/N=C1/CCCc2occc21)c1ccccc1	-3	0	0	-5	5	0	18	-12	1
4	COc1ccccc1-c1cc(C(=O)Nc2cc(C)n(Cc3ccc(Cl)cc3)n2)no1	4	1	-2	-4	0	3	3	-7	-1
5	Cc1ccc(C(=O)NC(=S)NNC(=O)CC#N)cc1	13	-1	1	4	2	35*	5	4	0
6	O=C(c1ccc(Cl)nc1)N1CCN(S(=O)(=O)c2ccc(Cl)cc2)CC1	8	-6	-5	4	7	1	1	2	-11
7	COC(=O)C1=C(C)NC(=O)CC1c1ccccc1F (configuration not stated)	5	0	1	-4	5	-1	-2	0	7
8	CN(C)/C=C1\Oc2ccc3ccccc3c2C1=O	-10	1	-2	-10	1	2	0	-8	-11
9	COC(C(=O)NNC(=O)CCc1ccccc1)c1ccccc1 (configuration not stated)	12	-11	-2	-3	-2	2	-6	-9	1
10	S=C(NCc1cccs1)Nc1ccc(Br)cc1Cl	-14	-12	0	-2	8	-2	-4	-3	-6
11	CN(C(=O)COc1ccccc1)c1nnc(-c2cccnc2)s1	3	-4	0	-7	-8	-9	5	8	-6
12	COc1cccc(S(=O)(=O)NCc2ccc(C(=O)NCc3ccco3)cc2)c1	6	7	-5	-4	7	-5	3	15	-5
13	O=C(COc1ccc(Cl)cc1)NCc1nnc(SCC(=O)N2CCCCC2)o1	9	2	0	1	-4	8	0	15	2
14	O/N=C/c1cc2ccccc2n1Cc1ccccc1F	-4	8	-2	-1	10	4	-1	9	-3
15	Cc1onc(-c2c(Cl)cccc2Cl)c1C(=O)N1CCN(c2ncccn2)CC1	-8	5	-1	-4	10	3	-1	19	5
16	Cc1cccc(N2CCN(C(=O)c3ccc(Cl)c(S(=O)(=O)N4CCc5ccccc5C4)c3)CC2)c1C	7	4	-1	1	1	-4	-8	4	-1
17	CN1CCN(S(=O)(=O)c2cccc(C(=O)NCc3ccc(Cl)cc3)c2)CC1	6	-3	0	1	9	1	-2	11	1
18	COc1ccc2cc(C(=O)C3CCCN(C(=O)c4cccnc4)C3)ccc2c1 (configuration not stated)	45*	5	-1	-2	1	-32	1	1	0
19	Nc1cccc(S(=O)(=O)Nc2ccc(Br)cc2)c1	3	-10	-2	-7	2	-2	-4	-13	2
20	Cc1ccc(-n2c(SCC(=O)N3CCOCC3)nc(O)c(Cc3ccccc3)c2=O)cc1	9	11	-10	2	8	0	5	11	-6
21	O=C(NCc1ccc2c(c1)CCO2)Nc1ccccc1	-2	2	0	-2	5	-4	-4	4	1
22	Cc1ccc(-c2nc3cccnc3o2)cc1NC(=O)COc1ccc(C(C)(C)C)cc1	-17	-11	-18	-6	-10	-33	-13	-10	-33
23	O=C(NC(Cc1ccccc1)C(=O)O)/C(=C\c1ccc([N+](=O)[O-])cc1)NC(=O)c1ccco1 (configuration not stated)	1	0	-5	0	5	-2	5	11	-5
24	Cc1ccc(C(=O)OCC(=O)Nc2ccccc2)cc1S(=O)(=O)N1CCCCC1	1	.	1	5	-3	.	50*	-11	13
25	S=c1[nH]c2cc(Cl)ccc2s1	14	1	0	6	14	-2	3	8	4
26	Cc1ccc(OCC(=O)N2CCC3(CC2)CC(=O)c2ccccc2O3)cc1	1	17	4	5	2	2	16	0	6
27	CCCN(Cc1nnc(-c2cccs2)o1)C(=O)CN1C(=O)NC2(CCC(C)CC2)C1=O (configuration not stated)	4	.	2	-2	-1	.	7	-8	0
28	CCOc1ccc(NS(=O)(=O)c2ccc3[nH]cc(C(=O)N(CC)CC)c(=O)c3c2)cc1	-11	-7	2	0	2	36*	6	-8	3
29	COc1ccc(S(=O)(=O)N(CC(=O)NCc2cccnc2)c2ccc(F)cc2)cc1OC	1	-1	2	1	.	5	.	-18	10
30	COC(=O)C1=C(C)Nc2nc3ccccc3n2C1c1cc(OC)c(OC)c(OC)c1 (configuration not stated)	4	-9	4	6	.	3	.	-1	-2
31	COc1cccc(NC(=O)C23CCC(C)(C(=O)O2)C3(C)C)c1 (configuration not stated)	17	-5	3	6	5	16	4	-7	10
32	CCOc1cc2c(C#N)c(N(CC)CC)nc(N)c2c(N)n1	21	-11	2	-8	-3	20	-2	-8	-3
33	CCCC(=O)Nc1ncnc2c1ncn2[C@@H]1O[C@@H]2COP(=O)(O)O[C@H]2[C@H]1OC(=O)CCC	-1	1	1	-2	5&9	-2	0&-6	-5	1
34	Cc1oc(-c2ccc(F)cc2)nc1CN(Cc1ccccn1)CC1CCCO1 (configuration not stated)	26	-4	0	1	4	0	4	1	-1
35	c1csc(-c2cn3ccc4ccccc4c3n2)c1	13	-19	-2	-8	8	-4	2	-3	-2
36	Cc1ccc(C(=O)NC(=S)Nc2ccccc2C)cc1	10	-6	0	-6	0	-3	2	-10	-3
37	COc1cccc(NC(=O)N2CCC(C(=O)Nc3ccc(C)cc3C)CC2)c1	-3	8	1	5	3	-4	0	3	6
38	CCC(CC)c1nnc(NC(=O)c2nn(C)c(=O)c3ccccc23)s1	3	2	0	-1	1	1	1	-3	3
39	S=C(Cc1cccnc1)N1CCOCC1	-1	-11	-2	2	0	2	1	-11	-13
40	COc1cc2ncnc(NCc3cc(F)ccc3F)c2cc1OC	0	3	-3	0	3	-4	-4	5	6

From compound 33 up to 34, as listed above:
no.	molecule	PREPL inh	EBNA-1 inhibitor	LYPLA1 counter	PAD4 FP inh	PAFAH1B3 FP inh	GSTO1 inh	PAFAH2 inh	ZTA counter	LYPLA2 inh
33	CCCC(=O)Nc1ncnc2c1ncn2[C@@H]1O[C@@H]2COP(=O)(O)O[C@H]2[C@H]1OC(=O)CCC	-1	1	1	-2	5&9	-2	0&-6	-5	1
34	Cc1oc(-c2ccc(F)cc2)nc1CN(Cc1ccccn1)CC1CCCO1 (configuration not stated)	26	-4	0	1	4	0	4	1	-1

The listing continues.
no.	molecule	PREPL inh	EBNA-1 inhibitor	LYPLA1 counter	PAD4 FP inh	PAFAH1B3 FP inh	GSTO1 inh	PAFAH2 inh	ZTA counter	LYPLA2 inh
41	CC1CCN(C(=O)c2ncn(Cc3ccccc3)c2C(=O)N2CCC(C)CC2)CC1	11	.	.	0	0	.	0	.	.
42	C=CCn1c(SCC(=O)NCCO)nc2sc(C)c(C)c2c1=O	3	0	-3	0	8	-3	3	0	-5
43	CN(CCc1ccccn1)C(=O)Nc1ccc(C(C)(C)C)cc1	14	-12	0	0	0	1	-5	6	0
44	C=CCc1cc(C=O)cc(OC)c1OCc1ccc(Cl)cc1	1	3	2	-5	2	1	7	9	10
45	CN1CC[n+]2cnc3ccccc3c21	21	-3	-4	-5	2	1	-3	-8	-3
46	CN(C(=O)c1ccc(-c2ccccc2)cc1)C1CCCCC1	1	5	-2	-5	.	-6	.	-17	1
47	CN(c1ccccc1)S(=O)(=O)c1cccc(C(=O)Nc2nn[nH]n2)c1	-5	7	0	-1	2	-2	-2	-1	3
48	CCC(NC(=O)OC(C)(C)C)C(=O)Oc1ccc2c3c(c(=O)oc2c1)CCC3 (configuration not stated)	7	13	0	-2	-1	1	4	7	0
49	Cc1ccc(C(=O)N/C(=C/c2ccccc2)C(=O)NCC2CCCO2)cc1 (configuration not stated)	-5	2	-2	-4	9	-5	2	18	-2
50	CNc1nc(C(=O)O)nc(N2CCOCC2)n1	1	3	-1	-3	7	2	2	9	-3
51	CCOC(=O)c1ccccc1NC(=O)CSc1nc2ccccc2n1CC(=O)N1CCCC1	16	3	2	2	9	12	6	5	4
52	O=C(COc1ccccc1F)Nc1nnc(C2CCCC2)s1	9	9	-3	2	1	-9	11	16	-1
53	COc1cccc(-c2c(-c3cc(OC)cc(OC)c3)n(C)c3ccc(-c4ccc5cc[nH]c5c4)cc23)c1	20	.	.	-5	-6	.	9	.	.
54	CC(C)(C)C(=O)NC(n1cnc2c(N3CCOCC3)ncnc21)C(Cl)(Cl)Cl (configuration not stated)	-8	-5	0	2	7	-8	3	-5	-2
55	CCN(CCNC(=O)Nc1ccc(Cl)cc1)c1ccccc1	7	-11	-8	-3	-3	-3	-1	6	-6
56	O=C(NCC(O)c1ccc([N+](=O)[O-])cc1)c1cccc(S(=O)(=O)N2CCOCC2)c1 (configuration not stated)	22	1	-3	1	5	1	-7	-13	-1

Part of the list above, reduced to PAFAH1B3 FP inh.
#	SMILES	PAFAH1B3 FP inh
51	CCOC(=O)c1ccccc1NC(=O)CSc1nc2ccccc2n1CC(=O)N1CCCC1	9
52	O=C(COc1ccccc1F)Nc1nnc(C2CCCC2)s1	1

The results go on.
no.	molecule	PREPL inh	EBNA-1 inhibitor	LYPLA1 counter	PAD4 FP inh	PAFAH1B3 FP inh	GSTO1 inh	PAFAH2 inh	ZTA counter	LYPLA2 inh
57	O=C1CC(C(=O)N2CCOCC2)C2(CCCCC2)O1 (configuration not stated)	12	10	-3	1	-4	3	0	8	0
58	N#Cc1ccccc1NC(=O)COC(=O)/C=C/c1ccc(S(=O)(=O)N2CCOCC2)cc1	10	.	.	0	5	.	51*	.	.
59	COc1cc(Cl)c(C)cc1NC(=O)COc1cc(C)nc(C(C)C)n1	-6	-6	-3	0	10	-2	2	-2	-8
60	O=C(Nc1ccccc1)/C(=C/c1cccnc1)NC(=O)c1ccccc1	8	-2	3	-3	7	5	-4	-4	4
61	O=C(NC(=S)NC1CCCC1)c1ccccc1	-9	-7	2	1	-6	7	-2	3	2
62	CSc1ccccc1C(=O)NCCOc1ccccc1C	-3	1	-5	1	8	3	0	-5	-5
63	CSCCC(NS(=O)(=O)c1ccc(C)cc1)C(=O)N1CCN(C(c2ccccc2)c2ccccc2)CC1 (configuration not stated)	4	3	-1	3	6	4	2	7	-2
64	O=S(=O)(c1ccccc1)c1nc(-c2cccs2)oc1NCCCn1ccnc1	11	4	3	-6	5	0	8	-7	1
65	Cc1nc2sc(C(c3cccs3)N3CCN(Cc4ccccc4)CC3)c(O)n2n1 (configuration not stated)	13	-13	-2	-4	-1	-7	6	6	4
66	Cc1nn(Cc2ccc(Cl)cc2)c(C)c1NC(=O)Cn1nc([N+](=O)[O-])c(Cl)c1C	0	2	3	-3	12	-1	-1	-1	2
